TcdB GH inh: TcdB glycohydrolase inhibitors, primary screen, biochemical, single point, plate reader. Toxin B (Clostridioides difficile), P18177. TcdB glycohydrolase enzymatic assay. inhibition, % at 9.99 µM. hit rate 0.24% among 350,000; in the data active = inhibition above about 10%
PfHsp40 rescue: rescue of yeast from PfHsp40 toxicity, primary screen, S. cerevisiae, ATP luminescence; growth rescue, % at 12.5 µM; S. cerevisiae expressing PfHsp40, growth rescue; AID 504582, 2011; hit rate 0.68% among 340,000; in the data active = growth rescue above about 28%, passing the limit was not always enough;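 also: yeast W303a lacking pdr1 and pdr3 grown in galactose medium; growth measured after three days at 30 °C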
BioA inh: M. tuberculosis BioA enzyme inhibitors, primary screen, biochemical, plate reader, single point, HTS; 7,8-diaminopelargonic acid synthase BioA (Mycobacterium tuberculosis); purified M. tuberculosis BioA enzyme; inhibition, % at 9.99 µM; hit rate 0.096% among 360,000; in the data active = inhibition above about 40%
Yp Topo-I inh: Yersinia pestis topoisomerase I inhibitors, primary screen, biochemical, cleavage product accumulation, plate reader, single point; hit rate 0.064% among 360,000; activity, % at 10 µM; Y. pestis Topo-I cleavage product accumulation; in the data active = activity above about 50%, passing the limit was not always enough; also: inactives centre near 2
GDH-TPI inh: GDH-TPI coupling enzyme inhibitors, primary screen, artefact control for M. tuberculosis FBA inhibitor project, biochemical, absorbance, full deck | GDH-TPI coupled enzyme counterscreen, NADH absorbance | inhibition, % at 4.8 µM | hit rate 1.2% among 360,000; in the data active = inhibition above about 30%;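 also: 0% = DMSO wells and 100% = wells lacking the enzyme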
FBA Mtb inh: Mtb FBA enzyme inhibitors, primary screen, biochemical, fluorescence, strain H37Rv; purified M. tuberculosis FBA, fluorescence read-out; inhibition, % at 1 µM; hit rate 2.3% among 360,000; AID 588726, 2011; in the data active = inhibition above about 27%;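 also: 0% = vehicle and 100% = reference inhibitor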
Target sequence (P9WQA3 whole entry, looked up): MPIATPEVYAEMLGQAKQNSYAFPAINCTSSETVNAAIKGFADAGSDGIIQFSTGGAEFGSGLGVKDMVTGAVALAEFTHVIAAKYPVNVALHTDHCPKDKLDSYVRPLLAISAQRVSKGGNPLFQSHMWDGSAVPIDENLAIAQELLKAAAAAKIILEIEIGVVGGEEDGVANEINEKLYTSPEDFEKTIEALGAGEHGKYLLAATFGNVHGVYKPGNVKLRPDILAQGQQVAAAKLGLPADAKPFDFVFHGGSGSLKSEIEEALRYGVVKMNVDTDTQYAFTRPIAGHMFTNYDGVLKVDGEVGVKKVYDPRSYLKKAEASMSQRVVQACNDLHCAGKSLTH
Vc quorum ag: inducers of Vibrio cholerae quorum light production without autoinducers, primary screen, BH1578 luxS cqsA deficient, single point. V. cholerae BH1578 lux reporter, luminescence, 6 h. activation, % at 18.7 µM. hit rate 0.16% among 350,000; in the data active = activation mostly above about 9.7%, no sharp cut-off; also: not every result past the cut was called active; inactives centre near 0; reference of the scale not given here
FadD28 binding: inhibitors of FadD28 bisubstrate probe binding, primary screen, biochemical, fluorescence polarization, single point. hit rate 0.22% among 360,000. inhibition, % at 12.5 µM. AID 588549, 2011; in the data active = inhibition above about 8.5%, passing the limit was not always enough
UGM FP inh: M. tuberculosis UGM enzyme inhibitors, primary screen, biochemical, fluorescence polarization, single point; UDP-galactopyranose mutase (Mycobacterium tuberculosis (strain ATCC 25618 / H37Rv)), …; purified UGM, fluorescence polarization probe displacement; inhibition, % at 10 µM; hit rate 0.06% among 320,000; AID 504406, 2011; in the data active = inhibition above about 10%, passing the limit was not always enough
Target sequence (P9WIQ1 whole entry, looked up): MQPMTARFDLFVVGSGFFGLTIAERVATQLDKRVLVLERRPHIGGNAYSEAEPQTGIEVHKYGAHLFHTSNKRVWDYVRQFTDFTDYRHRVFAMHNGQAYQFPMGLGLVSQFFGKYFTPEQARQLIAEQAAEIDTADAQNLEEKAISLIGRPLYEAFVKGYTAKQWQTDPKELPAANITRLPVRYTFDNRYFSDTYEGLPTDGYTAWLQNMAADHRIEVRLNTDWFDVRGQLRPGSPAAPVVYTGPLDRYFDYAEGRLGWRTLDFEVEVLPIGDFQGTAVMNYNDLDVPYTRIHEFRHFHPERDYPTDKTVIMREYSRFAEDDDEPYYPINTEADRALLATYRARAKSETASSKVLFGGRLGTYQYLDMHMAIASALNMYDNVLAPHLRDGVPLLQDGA
An asterisk follows results filed as active; i = inactive; . = not tested or not shown.

entry	molecule	Vc quorum ag	FadD28 binding	PfHsp40 rescue	TcdB GH inh	UGM FP inh	Yp Topo-I inh	BioA inh	FBA Mtb inh	GDH-TPI inh
1	Cc1ccc(C#CC[N+]2(CC#Cc3ccc(C)cc3)CCCCC2)cc1	-0.2	-1.9	0.1	1.1	-0.3	16.9	.	2.1	6.6
2	Cc1cc(Cl)ccc1NC(=O)CSc1n[nH]c(N)n1	-1.3	-1.2	0.1	0.0	-2.4	1.8	1.7	3.4	8.2
3	Cc1c(Cl)cccc1N(CC(=O)O)S(C)(=O)=O	i	-0.8	-0.7	.	-0.2	2.4	0.4	2.6	3.7
4	CCOC(=O)c1c[nH]n2c(=S)ncnc12	-4.8	-1.6	.	0.9	.	7.7	-1.9	-1.5	16.0
5	Cc1ccc(S(=O)(=O)CCC(=O)OCCOc2ccc(Br)cc2)cc1	-5.3	-3.1	.	0.7	.	4.7	1.1	-0.6	-4.8
6	Cc1cc(C(=O)Nc2ccc(Cl)cc2)c2ccccc2n1	-1.3	0.4	-0.1	0.4	0.7	1.0	-0.5	0.1	5.5
7	O=C(Nc1ccc(N2CCCCC2)cc1)c1ccc([N+](=O)[O-])o1	i	-3.7	-0.7	0.5	7.0	-7.9	5.3	-3.1	-0.8
8	COc1cc(CCC(=O)Nc2ccc(C)c(S(=O)(=O)N3CCCCCC3)c2)cc(OC)c1OC	-1.6	-4.0	1.6	1.7	0.8	32.1	-0.5	-0.7	-6.0
9	C=CCn1c(Cc2cccs2)nnc1SCC(=O)c1ccc2ccccc2c1	i	-4.9	-1.5	.	-1.8	20.1	-0.3	-2.7	8.4
10	COc1nccnc1NS(=O)(=O)c1ccc(NC(=S)NC(=O)/C=C/c2ccc(F)cc2)cc1	1.3	1.4	0.3	-1.1	1.6	2.5	.	1.1	22.9
11	CCN(C(=O)CSc1nnnn1-c1ccc(OC)cc1)C1CCS(=O)(=O)C1 (centres undefined)	i	-2.9	-0.6	0.9	0.3	-4.1	1.5	-1.1	-6.3
12	CC1(C)CC(N2CCN(CCO)CC2)=CC(=S)N1	i	0.1	-1.6	0.0	-1.3	-1.7	-3.2	5.6	28.6
13	O=S(=O)(c1cccs1)N1CCN(c2ccnc3cc(Cl)ccc23)CC1	-1.4	-1.6	-0.3	-0.8	4.0	30.0	-0.6	-0.2	0.7
14	Cc1ccc(C2C(C#N)=C(N)SC(N)=C2C#N)c(C)c1	-0.5	0.8	-0.7	.	0.0	11.2	-2.5	8.5	2.2
15	O=[N+]([O-])c1ccc(Cl)cc1N1CCCC1	-0.3	-3.3	-0.8	-0.1	-2.2	1.0	-0.3	-2.1	-1.0
16	CCN1C[C@@H]2[C@@H]3C(=O)N(Cc4ccccc4)C(=O)[C@@H]3[C@](Cc3ccccc3)(C1=O)N2C(=O)c1ccccc1	-0.4	1.2	-0.6	.	.	-0.6	-0.3	-0.3	7.7
17	COc1cccc(C2Nc3ccccc3C(=O)N2O)c1O (centres undefined)	i	-2.0	6.4	.	3.9	-4.6	-1.5	2.2	8.4
18	CC(C)(C)NC(=O)/C=C/c1cccs1	i	-4.0	-1.2	0.2	-2.4	2.3	.	-6.5	1.3
19	CCOc1nc(C)cc(C)c1S(=O)(=O)c1ccc(Cl)cc1	-0.5	-0.9	-0.1	6.6	-5.9	16.2	.	0.9	5.0
20	Cc1cc(OC(=O)c2cccc([N+](=O)[O-])c2)c(C)cc1CN1CCOCC1	4.0	-0.1	-1.6	0.0	1.8	2.0	-1.6	-0.7	-0.4
21	COCCNc1ncnc2c1ncn2[C@H]1CN(Cc2ccncc2)C[C@@H](CO)O1	-0.3	-0.9	.	0.5	.	-2.9	-0.4	1.7	5.3
22	FC(F)(F)c1ccc2c(c1)n(Cc1ccccc1)c1[n+]2CCCCC1	i	-0.4	-1.5	-1.4	-1.9	5.0	4.0	1.2	5.0
23	CCOC(=O)c1sc(NC(=O)c2ccc(OC)cc2)nc1C	0.2	-3.2	-0.3	0.6	-1.5	4.7	-1.6	5.2	6.2
24	COc1ccc(CCC2=NCCN2C(CC(C)C)c2nc3ccccc3[nH]2)cc1 (centres undefined)	.	-2.8	.	-0.5	.	.	-1.0	-1.0	.
25	S=C(NCCCN1CCOCC1)Nc1ccc(Cl)c(Cl)c1	-0.1	-6.2	-0.3	.	-1.0	-2.8	0.3	0.5	4.0
26	CN(c1ccccc1C(=O)Nc1ccccc1-c1ccccc1)S(C)(=O)=O	i	-2.3	-0.9	1.5	-1.1	4.6	0.5	1.1	-6.9
27	COc1cccc(-c2ccc3nnc(SCC(=O)Nc4ccc(NC(C)=O)cc4)n3n2)c1	1.2	-3.8	0.5	-0.6	2.8	1.6	0.0	-1.1	4.9
28	O=c1oc(-c2ccccc2F)nc2scc(-c3ccccc3)c12	-0.3	-4.0	.	0.9	1.3	-3.1	-0.8	0.1	-5.4
29	N=C(N)SCc1ccc(Cl)cc1Cl	-0.1	1.4	-0.2	1.0	0.5	0.4	.	-3.3	10.1
30	Cc1cc(SCC(=O)OCC(=O)NCC2CCCO2)c(C)cc1Br (centres undefined)	-0.3	0.5	0.3	0.1	2.1	34.1	.	-3.2	-3.2
31	Cc1sc2ncnc(NCC(c3ccco3)N(C)C)c2c1C (centres undefined)	.	-0.2	1.9	.	-4.0	2.3	1.3	0.4	0.3
32	CCOc1ccc(NC(=O)CSc2nnc(C3CC3)n2C2CC2)cc1	-0.9	-3.6	-1.1	1.0	1.8	2.0	-1.0	-2.2	-3.8
33	Fc1ccc(NC(=S)Nc2cccc(Cl)c2)cc1	-0.2	-2.8	-0.9	.	-0.9	1.0	.	0.9	11.7
34	CCOC(=O)c1cc2occc2n1CC(=O)NCCOC	-0.5	-4.7	-1.5	.	-0.5	0.0	-2.2	-0.5	-3.1
35	Cc1cccc(-c2nsc(SCC(=O)N3CCCC3)n2)c1	-3.2	-1.1	-1.6	.	-0.8	9.7	-2.0	-5.7	8.9
36	CC12CCC(=O)N1c1ccccc1C(=O)N2c1ccccc1 (centres undefined)	i	-2.5	-1.3	.	2.0	-6.4	-0.4	1.0	2.8
37	O=C(Nc1ccc2sccc2c1)c1ccc(Cl)s1	-0.2	-0.6	0.3	1.3	0.0	1.6	-0.9	0.8	15.9
38	O=C(C1CCN(S(=O)(=O)c2ccc(-n3cnnn3)cc2)CC1)N1CCCCC1	0.4	.	0.3	1.3	0.4	0.9	0.5	-0.8	0.0
39	CCOC(=O)N1CCN(Cc2nc3c(c(=O)n(C)c(=O)n3C)n2Cc2ccc(F)cc2)CC1	-0.6	-1.1	1.1	-1.0	-4.2	17.2	4.0	-1.4	9.3
40	O=C(c1ccc(Cl)c([N+](=O)[O-])c1)N(Cc1ccccc1)C1CCS(=O)(=O)C1 (centres undefined)	0.4	-0.9	-0.4	.	2.3	3.5	12.9	-3.7	2.6
41	COc1ccc(N2C(C)=CS/C2=C(/C#N)c2nnc(N3CCOCC3)n2-c2ccccc2)cc1	-0.5	-1.0	7.5	.	0.8	6.1	4.5	-0.7	26.0
42	O=C(COc1ccccc1)NC(=S)Nc1cccc2cc(O)ccc12	.	1.7	3.6	-1.5	0.9	-4.4	-0.7	-1.7	1.0
43	CC(C)N1CCC(N2CCN(C3CCCCCC3)CC2CCO)CC1 (centres undefined)	-0.3	1.6	-1.0	-0.1	2.6	-1.7	.	-3.3	-1.3
44	COC(=O)C1=CN(CC2CCCO2)C=C(C(=O)OC)C1c1cc(OC)c(OC)c(OC)c1 (centres undefined)	-0.4	1.1	-0.3	.	0.4	6.8	0.9	52.3*	17.7
45	C=CCN(Cc1nc(-c2ccccc2)no1)C(=O)c1ccco1	-4.0	1.5	-1.0	0.6	-1.4	10.0	0.4	-1.3	0.0
46	CCOc1cc(CNCc2ccccc2)ccc1OCc1ccc(Cl)cc1	-12.9	-10.5	1.9	2.1	-0.4	10.2	-0.2	2.2	0.0
47	O=C(NN=C(Cc1ccccc1)Cc1ccccc1)c1ccc(F)cc1	-0.5	-2.9	0.4	0.2	2.3	-4.9	.	-0.4	1.2
48	CC(=O)Oc1ccc2oc(=O)c3c(c2c1)CCCN3C(=O)CN1CCN(c2ncccn2)CC1	1.3	-5.0	-1.5	.	-1.3	15.0	0.1	-2.5	19.4

Arranged by heavy-atom count (high to low): part of the list above.
entry	molecule	Vc quorum ag	FadD28 binding	PfHsp40 rescue	TcdB GH inh	UGM FP inh	Yp Topo-I inh	BioA inh	FBA Mtb inh	GDH-TPI inh
38	O=C(C1CCN(S(=O)(=O)c2ccc(-n3cnnn3)cc2)CC1)N1CCCCC1	0.4	.	0.3	1.3	0.4	0.9	0.5	-0.8	0.0
31	Cc1sc2ncnc(NCC(c3ccco3)N(C)C)c2c1C (centres undefined)	.	-0.2	1.9	.	-4.0	2.3	1.3	0.4	0.3
3	Cc1c(Cl)cccc1N(CC(=O)O)S(C)(=O)=O	i	-0.8	-0.7	.	-0.2	2.4	0.4	2.6	3.7

(continued)
entry	molecule	Vc quorum ag	FadD28 binding	PfHsp40 rescue	TcdB GH inh	UGM FP inh	Yp Topo-I inh	BioA inh	FBA Mtb inh	GDH-TPI inh
49	Cc1cccc(NS(=O)(=O)c2nnc(NC(=O)c3cccc(C)c3)s2)c1	-0.2	-1.9	-0.1	0.1	4.4	7.4	-1.2	-1.8	17.8
50	COc1ccc(Cl)cc1NC(=S)NCc1cccnc1	i	-2.2	0.5	-0.7	-1.6	6.4	3.4	-2.3	-0.6
51	COc1ccc(OCCC(=O)OCC(=O)NCCC2=CCCCC2)cc1	-0.9	-2.7	0.9	1.9	0.1	11.7	.	2.6	-3.4
52	Cc1ccc(CS(=O)Cc2ccc(C(=O)NC3CCC(C)CC3)o2)cc1 (centres undefined)	i	0.2	1.1	2.1	1.9	17.0	-2.7	0.3	0.9
53	C/C(=N\NC(=O)c1nnn(-c2nonc2N)c1CSc1ccc(C)cc1)c1ccco1	-0.5	-3.7	-0.4	-2.5	0.9	-3.6	0.1	-0.9	1.7
54	O=S(=O)(c1cccs1)N1CCc2ccccc2C1	i	-2.9	-1.0	.	1.9	1.2	-0.7	-7.8	5.0
55	CSCCC(NC(=O)c1cccc(C)c1)C(=O)Nc1sccc1C(N)=O (centres undefined)	2.2	-5.9	1.3	-7.3	0.2	-3.7	0.0	1.9	13.3
56	CCn1c(SCC(=O)Nc2cccc(C)c2)nc2ccccc2c1=O	-0.7	-1.5	0.0	1.2	-1.5	19.9	-4.1	0.7	-2.6
57	O=C(C1=C(O)C(=O)N(CC2CCCO2)C1c1ccccc1Cl)c1ccco1 (centres undefined)	0.8	-0.5	-2.1	0.8	0.2	-3.9	-1.0	3.8	11.9
58	CCn1c(SCC(=O)Nc2cccc(O)c2)nc2c1c(=O)n(C)c(=O)n2C	-0.3	-3.7	-0.9	0.2	1.8	7.3	0.3	4.3	2.2
59	Cc1ccc2cccc(OCC(=O)Nc3ccc4c(c3)OCO4)c2n1	i	-1.1	-0.3	-3.6	-0.3	14.7	2.8	0.2	0.0
60	Cc1cccc(NC(=O)CN2C(=O)c3ccccc3S2(=O)=O)n1	i	-3.0	-0.2	3.2	-3.2	-7.6	-1.8	0.4	-6.7
61	O=C(OCC(=O)N1CCN(C(=O)c2ccco2)CC1)c1cc(=O)c2ccccc2o1	0.7	-4.1	0.9	.	0.7	5.7	-1.5	-1.7	-3.0
62	O=C1c2ccccc2N2C(=O)c3ccccc3C2N1Cc1ccccc1 (centres undefined)	-0.6	-5.7	1.1	-0.1	4.6	13.4	1.9	3.4	-1.4
63	Cc1ccc(S(=O)(=O)NNC(=O)C(=O)NNS(=O)(=O)c2ccc(C)cc2)cc1	i	-2.7	0.1	-1.1	-2.7	-4.2	0.8	-1.1	-0.8
64	CC(=O)Nc1ccc(S(=O)(=O)N(C)Cc2ccccc2)cc1	-0.5	-1.9	-0.3	1.1	2.4	-0.1	.	-0.7	1.2
65	Cc1ccc(NC(=O)CN(C)C(=O)c2cc(C)on2)cc1	-1.4	-2.7	-1.0	-1.2	0.7	6.7	0.6	-2.4	-5.3
66	N#C/C(=C(/O)CCl)c1nc2c(s1)CCc1ccccc1-2	-0.1	.	-0.6	0.6	2.6	-9.6	0.2	6.1	9.0
67	CCOC(=O)CSCCOc1ccc(C=C2C(=O)NC(=O)NC2=O)cc1OC	-0.4	-2.8	-1.3	-0.4	-3.6	-8.6	0.4	-1.5	-1.9
